SMN2 splice enh = SMN2 splice variant enhancement; actives 2.8% (n = 210,000); Potency, µM (doses to about 46.1 µM), without a hit: at the top dose activity change, positive = activation, hits mostly activators; HEK293 SMN2-luciferase splicing reporter, luminescence, 30-36 h; AID 1458; note: % of control where 0% means no effect; nearly all actives have a fitted effect of over 55% in size
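qHTS luciferase splicing reporter: luminescence rises when SMN2 exon 7 is included in transfected HEK293 cells. Compound exposure lasted 30-36 h at 37C, with 4.5 mM final sodium butyrate as control, followed by a ONE-Glo read.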
Epigenetic derep = derepresses silenced GFP reporter in murine cells; murine LDR cells, GFP reporter derepression, 30 h; Potency, µM (series often up to 53.9 µM), inactives show at the highest dose GFP activation, hits mostly activators; actives 0.2% (n = 280,000); AID 1865; note: % of control where 0% means no effect; nearly all actives have a fitted effect of over 60% in size
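Murine LDR cells carrying a silenced, genomically integrated CMV-driven GFP reporter were exposed to compound for 30 hours at 37 C. After PBS washes, GFP-positive cells (20–120 um objects) were counted by laser-scanning microplate cytometry.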
Starred values were filed as active, the others as inactive; ? = inconclusive; [ ] = another dose, or the depositor's remark. Calls come from the whole dose curve; as a rule, active = well fitted curve in the direction sought with a large enough effect; inconclusive = small, poorly fitted or top-dose-only effect, or another doubt; inactive = no such curve, though single readings can be large; an effect the other way counts as inactive or inconclusive. Potency is the fitted concentration of half-maximal effect. This is a subset; count on the stated rates, not on these rows.

mol	SMN2 splice enh	Epigenetic derep
CCN(CC)C(=O)Cn1c(=O)n(Cc2ccc(C(=O)NCc3ccccc3Cl)cc2)c(=O)c2ccccc21	-0.2%	2.0%
Cc1nn(C(C)(C)C)c(OC(=O)C(C)(C)C)c1Sc1ccccc1	0.6%	-1.0%
CCNC(=O)CC1C(=O)N(c2ccc(C)cc2)C(=O)N1CCOC (stereo not drawn)	7.5%	-1.7%
CCN(CC)CCNC(=O)c1cc2c(=O)oc3ccc(C)cc3c2s1	-6.2%	-0.3%
CCCC(=O)Nc1cccc(-c2nc3ncccc3o2)c1	3.55µM*	-0.8%
CC(C)c1ccc(NC(=O)C(Cc2ccccc2)NS(=O)(=O)c2ccc3c(c2)oc(=O)n3C)cc1 (stereo not drawn)	-0.2%	7.8%
COc1ccc(NC(=O)Cn2c(=O)n(Cc3ccccc3Cl)c(=O)c3cc(OC)c(OC)cc32)cc1	1.4%	?
Cc1cccn2c(=O)c(/C=C(\C#N)c3nc4ccccc4[nH]3)c(Oc3ccc(C(C)(C)C)cc3)nc12	11.6%	?
COc1ccccc1-n1nc(-c2ccccc2)c2cnc3cc(C(F)(F)F)ccc3c21	-0.2%	-1.3%
Cc1ccc(CNC(=O)CCCn2c(=O)c3ccccc3n(CC(=O)Nc3ccc(C)cc3)c2=O)cc1	0.4%	2.6%
COc1ccc(NC(=O)C2CCN(c3ccc(Sc4ccc(C)cc4)nn3)CC2)cc1	0.3%	-0.9%
CCN(C(=O)CCNC(=O)Cn1cnc2ccccc2c1=O)c1cc(OC)ccc1OC	-7.6%	-1.6%
CCOc1ccc(NC(=O)Cn2c(=O)n(Cc3ccc(C(=O)NCc4ccc(C)cc4)cc3)c(=O)c3ccccc32)cc1	-2.3%	?
COc1ccccc1N1CCN(c2c(CN3CCCC3)c(=O)oc3ccccc23)CC1	-4.0%	0.4%
COc1ccccc1-c1noc(CSc2nnc(Cc3ccccc3)n2-c2ccc(C)c(C)c2)n1	2.2%	-1.9%
COc1ccc(CCNC(=O)CN2C(=O)COc3ccc(S(=O)(=O)N4CCCC4)cc32)c(OC)c1	20.6%	-3.7%
COc1ccc(-c2c(C#N)c(SCC(=O)Nc3ccc(Br)cc3)nc(C)c2C(=O)Nc2ccccc2)cc1	1.7%	0.0%
CCOC(=O)c1ccc(NC(=O)c2cn(-c3ccccc3)nc2-c2ccc(OC)c(OC)c2)cc1	10.0%	-1.6%
CCOC(=O)C1CCN(c2cc3c(cc2NC(=O)c2ccc(Cl)cc2)n(C)c(=O)n3C)CC1	-2.6%	4.9%
CCN(c1ccccc1)S(=O)(=O)c1ccc(NC(=O)c2nc(SC)ncc2Cl)cc1	-23.8%	-1.0%
CCOC(=O)c1c(NC(C)=O)c2c3c(sc2n1Cc1nc(-c2cccc(C)c2)oc1C)CCCC3	-6.3%	1.1%
Cc1ccc(CN2CCN(CC(=O)NCc3ccccc3Cl)C2=O)cc1	8.6%	1.6%
CCc1ccc(N2CC(C)Cn3c2nc2c3c(=O)n(CC(=O)O)c(=O)n2C)cc1 (stereo not drawn)	4.3%	0.0%
Cc1cc(C)c2oc(-c3ccc(Cl)c(NC(=O)c4cccs4)c3)nc2c1	7.8%	0.0%
Cc1ccc(NC(=O)Cn2c(-c3nonc3N)nc3ccccc32)c(Br)c1	1.4%	14.3%
COc1cc(C2CC(=O)Nc3c2c(=O)[nH]c2ncnn32)ccc1O (stereo not drawn)	-4.4%	-1.1%
CCc1ccc(NC(=O)CC2C(=O)NCCN2C(=O)c2ccccc2OC)cc1 (stereo not drawn)	3.8%	0.0%
Cc1cc(C)c(Cn2c3ccccc3c3cnn(CC(=O)NCCC4=CCCCC4)c(=O)c32)c(C)c1	3.9%	0.0%
CCOC(=O)Cn1c(=N)n(Cc2ccc(C(C)(C)C)cc2)c2ccccc21	-15.2%	-0.8%
Cc1cccc(C)c1OCC(=O)Nc1c(C(=O)c2ccccc2)oc2ccccc12	-13.5%	-1.0%
O=C(O)CCc1nnc2cnc3ccccc3n12	4.8%	-0.9%
O=c1c2cc3c(cc2nc2sc(Nc4ccc(F)cc4F)nn12)OCO3	4.1%	2.0%
CCC(=O)N1CCCc2cc(S(=O)(=O)Nc3ccc(C)c(C)c3)ccc21	-44.6%[inhibitor]	1.2%
CCCCOc1nnc(-c2ccc(OCC)cc2)c2ccccc12	1.4%	0.0%
CCN(CCCNC(=O)c1nn(-c2ccc(C)cc2)c(=O)c2c1c1ccccc1n2C)c1cccc(C)c1	-6.8%	0.3%
Cc1ccc(-c2nc(CS(=O)(=O)CC(=O)N3CCN(c4ccccc4)CC3)c(C)o2)cc1	-70.1%[inhibitor]	6.7%
COc1ccc(CNCc2c(C(=O)O)c(C)n(Cc3ccc(Cl)cc3)c2C)c(OC)c1	5.8%	-4.5%
Cc1ccc(C)c(CNC(=O)c2cnc3sc(N4CCCC4)nn3c2=O)c1	-3.2%	1.1%
Cc1ccc(O)c(C(CC(=O)NCC2(c3ccccc3)CCCC2)c2ccccc2)c1 (stereo not drawn)	-65.2%[inhibitor]	-1.0%
CCc1ccc(OCC(=O)N(Cc2ccc(C)cc2)Cc2ccco2)cc1	-14.4%	0.0%
Cc1ccc2c(CC(=O)N(Cc3ccc(Cl)cc3)Cc3ccco3)coc2c1	10.6%	3.7%
N#Cc1ccc(S(=O)(=O)N2CCC(Oc3cccc(C(F)(F)F)c3)CC2)cc1	-1.3%	-1.0%
CC1CCc2noc(NC(=O)c3ccccc3[N+](=O)[O-])c2C1 (stereo not drawn)	-2.5%	8.6%
COc1ccccc1CNC(=O)CCn1c(=O)c2ccccc2n(CC(=O)Nc2ccc(C)cc2C)c1=O	-3.8%	0.6%
COc1ccc(-c2nc3ccccc3o2)cc1NC(=O)C(C)Oc1ccc(Cl)cc1Cl (stereo not drawn)	0.2%	?
Cc1cccc(Nc2cc(C)nc3nc(-c4ccccc4)nn23)c1	-6.0%	4.2%
Cc1ccc2oc(C(=O)Nc3nnc(CC(C)C)s3)cc(=O)c2c1	10.6%	0.0%
CCC(=O)N1CCc2cc(Br)cc(S(=O)(=O)CCC(=O)NCCc3ccc(Cl)cc3)c21	1.2%	3.5%
CC1=C(c2ccc(C)c(C)c2)S(=O)(=O)N(Cc2ccc(C(=O)NCc3ccccc3F)cc2)C1=O	3.5%	0.0%
COc1cc(OC)c(N(C)C(=O)c2cc3c(s2)-c2ccccc2OC3)cc1Cl	5.1%	0.0%

The list goes on:
mol	SMN2 splice enh	Epigenetic derep
Cc1cccc(NC(=O)Cn2c(=O)n(CCCS(=O)(=O)C3CCCCC3)c(=O)c3ccccc32)c1	0.5%	5.2%
O=C(c1ccc2c(=O)n(CCc3ccccc3)c(=O)[nH]c2c1)N1CCN(c2ccc(F)cc2)CC1	-8.2%	1.5%
O=C(NCCn1cc(SCc2ccc(C(F)(F)F)cc2)c2ccccc21)c1cccs1	-93.6%[inhibitor]	1.1%
Cc1ccccc1S(=O)Cc1ccc(C(=O)NCc2ccccc2Cl)o1 (stereo not drawn)	-29.9%	0.1%
CCOc1ccc(NC(=O)NCCCN2CCN(c3ccc(OC)cc3)CC2)cc1	-7.9%	-0.9%
CCOC(=O)c1ccc(NC(=O)CC2C(=O)N(c3ccccc3)C(=O)N2Cc2ccc(C)cc2)cc1 (stereo not drawn)	1.6%	0.0%
O=C(CSc1nnc(-c2cccc(Cl)c2)o1)N1CCc2ccccc21	-2.0%	3.8%
Cc1ccc(NC(=O)C2CCCN(c3nnc(-n4c(C)ccc4C)s3)C2)cc1Cl (stereo not drawn)	-3.9%	-6.2%
Cc1ccc(-n2c(SCC(N)=O)nc3c(oc4ccccc43)c2=O)cc1	-0.8%	0.0%
COc1ccc(N2CCN(C(=O)c3cc4c(s3)-c3c(C)cccc3OC4)CC2)cc1	6.8%	0.0%

2 of these compounds, reformatted.
The line under a structure holds: SMN2 splice enh, Epigenetic derep
> O=C(c1ccc2c(=O)n(CCc3ccccc3)c(=O)[nH]c2c1)N1CCN(c2ccc(F)cc2)CC1
  -8.2%, 1.5%
> O=C(NCCn1cc(SCc2ccc(C(F)(F)F)cc2)c2ccccc21)c1cccs1
  -93.6%[inhibitor], 1.1%

Carrying on.
mol	SMN2 splice enh	Epigenetic derep
CCCCOC(=O)/C(C#N)=C/c1ccc(-c2cccc(C(F)(F)F)c2)o1	-8.2%	-1.6%
CCCc1cc(=O)[nH]c(Nc2cccc(Cl)c2Cl)n1	-8.6%	?
CC1CCN(C(=O)Cn2c(=O)n(CCCCCC(=O)NCc3ccccc3Cl)c(=O)c3sccc32)CC1	2.8%	0.0%
Cc1ccc(CS(=O)(=O)c2ncc(Cl)c(C(=O)Nc3nc4ccc(C)cc4s3)n2)cc1	-6.0%	?
Brc1cccc(-c2nn(-c3ccccc3)c3c2cnc2cc4c(cc23)OCO4)c1	-9.9%	2.6%
COc1ccc(C(C(=O)NCc2ccccc2)N(C(=O)Cn2nnc3ccccc32)c2ccc(F)cc2)cc1 (stereo not drawn)	8.8%	1.1%
O=C(c1ccc2c(c1)N(Cc1ccc(Cl)cc1)C(=O)c1ccccc1S2(=O)=O)N1CCN(Cc2ccccc2)CC1	-5.4%	-1.1%
CCCCCn1c(=N)n(CC(O)COc2cccc(C)c2)c2ccccc21 (stereo not drawn)	-33.6%[inhibitor]	1.0%
Cc1ccc(-c2nnc(Nc3ccc(OCC(N)=O)cc3)c3ccccc23)cc1S(=O)(=O)N(C)C	-42.4%[inhibitor]	-1.6%
Cc1cccc(-c2noc(CNC(=O)c3ccccc3Br)n2)c1	-9.3%	-1.9%
Cc1ccn2c(Nc3ccc(C(C)C)cc3)c(-c3cccnc3)nc2c1	-6.8%	0.0%
CCc1cc2c(cc3c(=O)n(CCCC(=O)NCc4cccc(Cl)c4)ncn32)s1	4.8%	2.7%
Cc1ccc(OCCCCn2c(CCNC(=O)C(C)(C)C)nc3ccccc32)cc1	14.3%	-1.9%
CCCOc1ccc(C2=NC(c3ccc(F)cc3)=Nc3ccc(OC)cc3N2)cc1	13.4%	-2.6%
Cc1ccc(Cl)cc1N1CCN(C(=O)c2cn(C3CCCCC3)c(=O)c3c2c2ccccc2n3C)CC1	-0.8%	3.1%
O=C1CC(c2ccccc2)Sc2nc(-c3ccc(F)cc3)nn21 (stereo not drawn)	-24.6%	0.1%
Cc1ccc(N2CCN(C(=O)CCc3c(C)nc4c(c3C)c(=O)n(C)c(=O)n4C)CC2)c(C)c1	0.9%	-1.1%
COc1ccc(NC(=O)c2sc3nc4c(cc3c2N)CN(Cc2ccccc2)CC4)cc1OC	-29.3%	17.8µM*
Cc1ccc(CN2C(=O)C3(c4ccccc42)N(c2ccc(C)c(Cl)c2)C(=O)CS3(=O)=O)cc1 (stereo not drawn)	-5.5%	-0.9%
CCOc1ccccc1NC(=O)c1nc(SC(C)C)ncc1Cl	7.0%	1.1%
Cc1ccc(C)c(CN2C(=O)c3ccccc3S(=O)c3ccc(C(=O)N4CCOCC4)cc32)c1 (stereo not drawn)	-1.4%	2.2%
Cc1ccc(C)c(NC(=O)CN(C)S(=O)(=O)c2ccc3c(c2)CCC(=O)N3)c1	-24.7%	-0.3%
COc1cccc(-c2nc(S(=O)(=O)c3ccccc3)c(N3CCC(C)CC3)o2)c1	18.6%	4.8%
Cc1cc(C)c2oc(-c3cccc(NC(=O)COc4ccc([N+](=O)[O-])cc4)c3)nc2c1	-11.4%	2.2%
Cc1ccc(Cl)c2c1N[C@@H](c1ccc(C(=O)O)cc1)[C@H]1CC=C[C@@H]21	2.6%	1.3%
O=C(Cn1c(=O)oc2ccccc21)Nc1ccc(C(=O)O)cc1	3.8%	0.8%
Cc1ccc2occ(-c3cc(-c4ccc(F)cc4)nc4c3COc3ccc(F)cc3-4)c(=O)c2c1	-3.3%	0.0%
O=C(Nc1cccc(Cl)c1Cl)c1cc2nc(-c3ccc(Cl)cc3)cc(C(F)(F)F)n2n1	-0.6%	1.1%
CC1=C(C(=O)OCC2CCCCC2)C(c2cccc(F)c2F)CC(=O)N1 (stereo not drawn)	-3.2%	0.1%
CCOC(=O)C1(C)C=C(Nc2cccc(C)c2)C(=O)N1c1ccccc1 (stereo not drawn)	-11.3%	-1.0%
CCOc1ccc(NC(=O)Cn2cc(C(=O)c3ccccc3)c(=O)c3cc4c(cc32)OCCO4)cc1	-16.6%	13.0%
COc1ccc(OCC(=O)Nc2ccc3c(c2)nc(CCNC(=O)c2ccco2)n3C)cc1	-11.9%	2.6%
CS(=O)(=O)N1CCc2cc(C(=O)N3CCN(c4ccc(F)cc4)CC3)ccc21	-6.3%	0.7%

Whole records from above. Order of screens: SMN2 splice enh, Epigenetic derep
`Cc1ccc(C)c(NC(=O)CN(C)S(=O)(=O)c2ccc3c(c2)CCC(=O)N3)c1` reads -24.7%, -0.3%
`CCOC(=O)C1(C)C=C(Nc2cccc(C)c2)C(=O)N1c1ccccc1` (stereo not drawn) reads -11.3%, -1.0%
`Cc1ccc(Cl)c2c1N[C@@H](c1ccc(C(=O)O)cc1)[C@H]1CC=C[C@@H]21` reads 2.6%, 1.3%

Bioassay records: PubChem, National Center for Advancing Translational Sciences (NCATS)
